GPR7 antag = human neuropeptides B/W receptor 1 antagonism. AID 1861. P48145. actives 1.1% (n = 290,000). GPR7-expressing cells, fluorescence antagonist assay. inhibition, % at 4.4 µM; in the data active = inhibition above about 16%, passing the limit was not always enough;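 also: cells stimulated with the agonist NPW; 0% = agonist with vehicle and 100% = vehicle without agonist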
Target sequence (P48145 whole entry, looked up): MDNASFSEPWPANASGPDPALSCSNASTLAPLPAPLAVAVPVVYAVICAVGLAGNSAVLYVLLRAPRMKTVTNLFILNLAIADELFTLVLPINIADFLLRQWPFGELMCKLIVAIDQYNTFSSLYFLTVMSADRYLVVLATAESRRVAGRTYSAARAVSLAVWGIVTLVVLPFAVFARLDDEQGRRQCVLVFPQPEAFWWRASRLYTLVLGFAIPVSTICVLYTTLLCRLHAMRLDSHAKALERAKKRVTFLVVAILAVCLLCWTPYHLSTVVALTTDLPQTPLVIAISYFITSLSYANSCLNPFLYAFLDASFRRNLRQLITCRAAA
NALP1 yeast inh = blocks the NALP1 inflammasome reconstituted in yeast. S. cerevisiae NALP1/ASC/caspase-1 growth, X-gal OD620, 72 h. actives 0.61% (n = 280,000). inhibition, % at 10 µM; in the data active = inhibition mostly above about 24%, no sharp cut-off; inactive = mostly below about 32%; also: some compounds called inactive have numbers as strong as hits
PHOSPHO1 inh = PHOSPHO1 (human) inhibition; recombinant PHOSPHO1, absorbance phosphatase assay; Q8TCT1; actives 1.1% (n = 290,000); inhibition, % at 13.3 µM; AID 1565; in the data active = inhibition above about 60%
DNA FID counter = counter-screen for HCV NS3 helicase inhibitors: DNA intercalator displacement; DNA fluorescent intercalator displacement, fluorescence; inhibition, % at 7.9 µM; actives 0.17% (n = 290,000); AID 1845; in the data active = inhibition above about 37%;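 also: 0% = vehicle and 100% = reference compound; higher means more ethidium bromide displaced from hairpin DNA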
MEKK2wt PB1 HTS = raises or lowers MEK5 binding to wildtype human MEKK2 PB1 domain; Q9Y2U5; bead flow cytometry, Alexa488-MEK5 binding to MEKK2 WT; actives lie on both sides; binding response (% of control), % at 10 µM; actives 1.1% (n = 290,000); in the data active = binding response below about 67% or above about 130%
MEKK2 mut-MEK5 = signal of MEK5 binding to mutant human MEKK2 PB1 domain; AID 1530; percent response, % at 10 µM; bead flow cytometry, Alexa488-MEK5 binding to MEKK2 mutant; actives 0.35% (n = 290,000); in the data active = percent response above about 24%, passing the limit was not always enough; also: inactives centre near 1; some results filed as inactive read as strong as hits; reference of the scale not given here
M18AAP inhibitor = PfM18AAP enzyme inhibition | recombinant PfM18AAP, H-Glu-NHMec fluorogenic cleavage | inhibition, % at 7.35 µM | actives 1.2% (n = 290,000);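 active = inhibition above the campaign mean inhibition over all tested compounds plus 3 SD, cut at about 28% in these data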;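 also: 0% = plate median of test compound wells and 100% = 2 mM ZnCl2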
OXTR agonist = agonists of human oxytocin receptor | P30559 | CHO-OTR cells, Fluo-8 calcium fluorescence; normalized: DMSO 0%, oxytocin 100% | activation, % at 3 µM | actives 0.32% (n = 320,000) | AID 2435;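 active = activation above the mean of all tested compounds plus 3 SD, cutoff set per screening run, cut at about 20% in these data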;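 also: peak over basal fluorescence ratio from a 100 s FLIPR kinetic read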
MEKK3 PB1 HTS = MEKK3-MEK5 PB1 interaction, increase or decrease. Q99759. bead-based flow cytometry, Alexa488-MEK5 binding to MEKK3; actives lie on both sides; 0 = blocked by unlabeled MEK5, 100 = vehicle. binding response (% of control), % at 10 µM. actives 1.4% (n = 290,000). AID 1529;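 active = binding response more than 3 SD above or below the average of its plate-row segment, actives on both sides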;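 also: Alexa488 bead fluorescence after subtracting the streptavidin-only scavenger bead signal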
Target sequence (Q99759 whole entry, looked up): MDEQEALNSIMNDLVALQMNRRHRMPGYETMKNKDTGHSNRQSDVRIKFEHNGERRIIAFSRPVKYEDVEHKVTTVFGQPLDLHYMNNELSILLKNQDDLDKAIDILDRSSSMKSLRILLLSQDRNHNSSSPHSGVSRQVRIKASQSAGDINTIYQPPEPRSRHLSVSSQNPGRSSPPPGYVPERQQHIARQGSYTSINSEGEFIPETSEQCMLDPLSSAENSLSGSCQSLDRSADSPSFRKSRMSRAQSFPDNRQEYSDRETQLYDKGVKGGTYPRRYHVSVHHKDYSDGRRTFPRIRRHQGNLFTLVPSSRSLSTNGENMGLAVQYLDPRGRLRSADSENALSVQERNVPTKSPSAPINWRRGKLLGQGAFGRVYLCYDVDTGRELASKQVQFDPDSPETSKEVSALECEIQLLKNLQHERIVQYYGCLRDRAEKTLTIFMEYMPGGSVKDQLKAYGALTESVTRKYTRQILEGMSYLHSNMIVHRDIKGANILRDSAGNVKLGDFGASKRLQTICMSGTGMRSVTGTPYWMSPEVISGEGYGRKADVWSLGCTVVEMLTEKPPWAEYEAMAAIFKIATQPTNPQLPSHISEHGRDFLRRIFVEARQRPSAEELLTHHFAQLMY
The depositor's hits bear a star; . = no result given; [ ] = dose if it differs, or a comment.

SMILES,GPR7 antag,NALP1 yeast inh,PHOSPHO1 inh,DNA FID counter,MEKK2wt PB1 HTS,MEKK2 mut-MEK5,M18AAP inhibitor,OXTR agonist,MEKK3 PB1 HTS
COCCOc1cc(-n2ccnc2SC)c(Cl)cc1Cl,-8,42,-2,-20,104,7,-2,3.2,103
COC(C(=O)N/N=C(\C)c1ccc(O)cc1)c1ccccc1 (stereo not given),-3,12,19,-6,102,0,1,-0.4,103
CC1CN(C(=O)c2ccccc2Oc2ccccc2)CC(C)O1 (stereo not given),-4,8,37,-10,95,-10,-9,-0.5,101
COc1ccc(/C=C2\SC(N3CCc4ccccc4C3)=NC2=O)cc1OC,4,24,-10,-19,95,-1,2,-2.6,91
CCNC(=O)CC1S/C(=N/N=C(\C)c2ccccc2)NC1=O (stereo not given),-6,6,-10,-11,81,-8,-1,0.4,63
Cc1ccc(C(=O)n2cnnc2N)cc1,0,6,-15,0,99,-2,41*,1.6,100
COc1ccccc1C1=NOC(COC(=O)c2ccc3ccccc3n2)C1 (stereo not given),-10,11,43,-17,93,-4,0,0.1,96
O=C(COC(=O)c1cc[n+]([O-])cc1)NCC12CC3CC(CC(C3)C1)C2,-15,-17,10,-9,96,8,3,-0.8,97
COc1ccc(N2C(=O)C(Cl)=C(NCc3ccccc3)C2=O)cc1,2,5,7,1,105,8,5,-1.5,105
O=C(c1ccc(Cl)cc1)N1CCOc2ccccc21,-5,5,-2,-13,104,-2,0,.,103
CCn1c2ccccc2c2cc(/C(C)=N/O)ccc21,-11,-30,1,-3,.,.,-7,-1.1,.
COc1ccc(C2CC(=O)CC(=O)C2n2cncn2)cc1 (stereo not given),-8,-4,3,-43,101,2,10,-0.2,100
CC(C)S(=O)(=O)c1ccc(C(=O)Nc2ccc(F)cc2F)cn1,4,-19,26,-2,102,-1,3,0.0,100
COc1ccc(-c2nc3c(n2O)CCc2c-3no[n+]2[O-])cc1,3,.,9,1,110,2,7,1.0,114
CC(C)NC(=O)Cn1cnc2c1c(=O)n(C)c(=O)n2C,-12,10,3,-2,107,5,-1,-0.2,102
CCOC(=O)C(C(=O)N(C)Cc1ccccc1)C1CCCCC1 (stereo not given),32*,19,24,-35,105,0,-12,-2.1,102
COc1ccc(-n2nc(C(=O)NCC(=O)N3CCCC3)c3ccccc3c2=O)c(OC)c1,-5,3,32,-27,97,4,4,-0.7,102
CC(=O)N1N=C(c2cccc(NS(C)(=O)=O)c2)CC1c1cccs1 (stereo not given),-11,-2,-31,-7,94,-5,-9,2.1,105
O=C(CSc1ccc2ccccc2c1)NC1CCCc2ccccc21 (stereo not given),-16,27,-14,-18,107,1,2,-1.4,130*
O=C(CCN1C(=O)S/C(=C/c2ccc(Cl)cc2)C1=O)N1CCOCC1,-13,28,-2,3,100,1,4,1.4,102
CC(C)[C@H]1C(=O)Nc2ccccc2N1C(=O)N[C@@H](Cc1ccccc1)C(=O)N[C@H](Cc1ccccc1)C(=O)O,-9,5,23,-23,105,1,9,-0.6,102
O=c1c2ccccc2nc2c3ccccc3ncn12,2,-8,-8,-1,101,1,-5,-0.1,106
COc1cc2c(C)nc3c(cnn3-c3ccccc3)c2cc1OC,-16,1,6,-3,103,4,1,1.0,104
CCOC(=O)c1cc(-c2ccccc2)sc1NC(=O)CN1C(=O)NC(CC)(c2ccccc2)C1=O (stereo not given),-8,13,26,-5,90,-5,1,0.3,99
O=C(NCS(=O)(=O)c1ccccc1)c1ccccc1,-13,13,26,2,99,0,-33,-0.1,98
Cc1ccc(NC(=O)OCc2cc(-c3ccccc3)on2)cc1,-9,16,-1,-9,106,4,-5,-1.5,104
CCOC(=O)N1CCN(c2nc(-c3cccs3)cc(C(F)(F)F)n2)CC1,0,0,0,-3,87,-3,4,-0.8,88
Cc1ccccc1-c1cc2c(nn1)-c1ccccc1C2=O,-4,17,-15,5,112,7,-19,-2.0,110
Cc1ccc2nc(NCc3ccccc3)c(C=O)c(=O)n2c1,-4,15,-2,-11,100,0,-1,-1.0,105
O=C(Nc1ccc2c(c1)OCCO2)Nc1ccc2c(c1)OCO2,-17,18,52,0,104,-3,0,0.0,99
O=C(CN(c1ccccc1F)S(=O)(=O)c1ccccc1)Nc1ccc2c(c1)OCCO2,-3,14,33,-29,104,6,8,7.3,102
O=C(O)c1ccc2c(c1)C(=O)N(c1ncccn1)C2=O,-21,25,0,6,101,-5,6,0.3,100
Cc1csc(NC(=O)c2sc3nc(-c4cccs4)ccc3c2N)n1,-13,41,7,7,66*[inhibitor],-9,11,-0.2,90
CCCc1cc(=O)n2[nH]c(-c3cccc(Br)c3)cc2n1,-1,1,35,-3,102,7,4,1.3,102
CN1CC2CCCC3(C1)C(=O)NC1(CCCCC1)N=C23 (stereo not given),7,10,2,1,100,1,5,-0.9,95
CC(=O)Nc1cccc(C(=O)NC2CCCc3c2cnn3-c2ccc(C(C)(C)C)cc2)c1 (stereo not given),12,34,44,-33,101,-10,7,-0.4,101
CCCCN(C(=O)/C=C/c1ccco1)c1c(N)n(CC(C)C)c(=O)[nH]c1=O,-16,17,-10,-10,90,-12,-3,-0.3,103
CCN(C(=O)COC(=O)CSc1ccc(C)c(C)c1)C1CCS(=O)(=O)C1 (stereo not given),-11,8,-6,-18,110,7,-10,0.2,104
Cc1ccc(-n2c(C)nc3c(cnn3-c3ccc(F)cc3)c2=O)cc1,-4,-4,-8,-1,.,.,0,9.4,.
CCN1CCN(C(=O)CN(C)S(=O)(=O)c2cc(C)ccc2OC)CC1,-11,10,1,2,91,-13,0,-0.1,102
O=C(NCc1ccc2c(c1)OCO2)C1CCCN1C(=O)Nc1ccc(F)cc1 (stereo not given),7,4,-4,-3,99,1,1,-0.2,102
CCCCc1nnc(NC(=O)c2nc3nccc(C)n3n2)s1,0,-13,2,-1,100,-2,-15,0.5,106
CCOC(=O)c1sc2ccc(S(=O)(=O)N3CCCCC3)cc2c1N,1,8,4,-14,101,5,15,0.0,107
Cc1[nH]c2ccccc2c1/C=N/NC(=O)Cc1cccs1,-8,11,19,7,94,-2,-2,4.2,99
CCOC(=O)c1[nH]c(C)c(C(=O)OCc2ccc(C)cc2)c1C,-4,17,23,-12,100,-2,1,0.5,103
Cc1ccc(C)c(NC(=O)CCC(=O)N/N=C/c2cc([N+](=O)[O-])ccc2O)c1,-7,-6,1,8,81,-13,8,-1.1,93
Cc1ccc(C)c(OCC(=O)Nc2ccc(S(=O)(=O)N3CCN(C)CC3)cc2)c1,-11,-56,18,7,103,8,3,5.9,107
CCCn1c(CN2CCN(C(=O)OCC)CC2)nc2cc([N+](=O)[O-])ccc21,19,17,18,-32,104,3,-5,0.9,102
OCCCNc1nc(-c2ccccc2)c2cc(Br)ccc2n1,-18,24,20,-6,99,0,14,-0.4,101
CC(=O)n1cc(/C=N/NC(=O)c2ccc(Cl)cc2)c2ccccc21,7,5,22,-3,101,1,-3,2.7,101
COC(=O)C1=C(C)N(c2ccc(OC)c(OC)c2)C(=O)C1,-3,1,24,-17,108,5,0,0.4,111
O=C(Nc1ccc([N+](=O)[O-])cc1)c1cccc(S(=O)(=O)Nc2cccnc2)c1,-10,25,8,3,96,-3,0,1.4,102
Nc1ccc(NS(=O)(=O)c2ccccc2)cc1,-8,-6,-36,2,90,-2,-102,0.1,96
Cc1ccc2nc3ccc(N4CCN(C)CC4)nn3c(=O)c2c1,-4,12,43,9,.,.,4,-0.1,.
Cc1ccc(S(=O)(=O)N(C)C)cc1NC(=O)CCCNC(=O)c1ccc(Cl)cc1,-7,24,4,-21,99,1,2,1.2,100
CCOc1cc(OCC)cc(C(=O)NCCCN2CCOCC2)c1,-15,8,-12,4,111,5,2,0.5,103
Cc1cc(C(=O)NNC(=S)NCc2ccco2)n(C)n1,-14,-7,-15,0,94,5,17,-0.5,114
COc1ccc2c(c1)c(CC(=O)O)c(C)n2C(=O)c1ccc(Cl)cc1,-5,20,1,-37,89,1,-3,-0.4,87
Cn1c(SCC(=O)N2CCCC2)nnc1-c1ccc2c(c1)OCO2,-4,-96,35,-10,105,6,7,-0.5,100
CN1CCN(C(=S)Nc2cccc(S(=O)(=O)N(C)C)c2)CC1,-9,13,0,-2,103,7,10,0.8,101

Molecules from the list above that have a furan ring, fused or not, in the order listed:
SMILES,GPR7 antag,NALP1 yeast inh,PHOSPHO1 inh,DNA FID counter,MEKK2wt PB1 HTS,MEKK2 mut-MEK5,M18AAP inhibitor,OXTR agonist,MEKK3 PB1 HTS
CCCCN(C(=O)/C=C/c1ccco1)c1c(N)n(CC(C)C)c(=O)[nH]c1=O,-16,17,-10,-10,90,-12,-3,-0.3,103
Cc1cc(C(=O)NNC(=S)NCc2ccco2)n(C)n1,-14,-7,-15,0,94,5,17,-0.5,114

Back to the main list; the 3 compounds before the break are reprinted first.
SMILES,GPR7 antag,NALP1 yeast inh,PHOSPHO1 inh,DNA FID counter,MEKK2wt PB1 HTS,MEKK2 mut-MEK5,M18AAP inhibitor,OXTR agonist,MEKK3 PB1 HTS
COc1ccc2c(c1)c(CC(=O)O)c(C)n2C(=O)c1ccc(Cl)cc1,-5,20,1,-37,89,1,-3,-0.4,87
Cn1c(SCC(=O)N2CCCC2)nnc1-c1ccc2c(c1)OCO2,-4,-96,35,-10,105,6,7,-0.5,100
CN1CCN(C(=S)Nc2cccc(S(=O)(=O)N(C)C)c2)CC1,-9,13,0,-2,103,7,10,0.8,101
CC[C@H](C)NC(=O)CCCCCn1c(=S)[nH]c2c([nH]c3ccc(OC)cc32)c1=O,-11,2,4,0,118,5,-12,-0.5,138*
CCOC(=O)Cn1cc(C#N)c2cccc(CC)c21,16,0,43,-13,98,-7,4,-1.3,91
Fc1ccccc1-n1c(-c2ccc3ccccc3n2)n[nH]c1=S,-10,-24,-5,-19,108,3,8,0.8,104
O=C1c2ccccc2C(=O)C12OC2c1cccc2ccccc12 (stereo not given),3,9,66*,1,107,1,3,-0.1,157*
O=C(Nc1nnc(S(=O)(=O)N2CCCCCC2)s1)c1ccccc1Cl,4,5,15,-39,105,5,0,-1.6,102
Cc1ccccc1-n1c(SCC(=O)NCC2CCCO2)nc2c([nH]c3ccccc32)c1=O (stereo not given),-13,8,51,-38,109,5,4,-1.4,100
CC(CCO)Nc1nc2c(c(=O)n(C)c(=O)n2C)n1Cc1cccc(Br)c1 (stereo not given),-4,18,2,-14,111,9,-4,-0.1,112
C/C(CC(=O)Nc1ccc(C)c(Cl)c1)=N\NC(=O)c1cccc(O)c1,0,10,-11,-8,99,0,-16,-0.3,106
C=CCN(Cc1ccc(OC)c(OC)c1)C(=O)c1cc2cc(F)ccc2[nH]1,0,14,34,-35,103,2,-1,1.0,102
CN(Cc1cn[nH]c1-c1ccc(-c2ccccc2)cc1)CC1CCOCC1,-6,.,51,5,92,-19,1,2.2,86
O=C(O)c1cc(-c2ccc(/C=C3\NC(=O)N(c4ccc(Cl)cc4)C3=O)o2)ccc1Cl,-14,15,-22,-15,106,2,-5,0.8,104
Cc1ccc(SC(C)C(=O)N2CCCC2)cc1 (stereo not given),1,38,-10,-9,97,1,-14,-0.8,94
Cc1nnc(SCC(=O)Nc2sc3c(c2C(=O)c2ccccc2)CCCC3)s1,2,.,1,-23,93,-2,2,-1.4,99
COc1ccccc1N1CCN(C2CCCN(Cc3ccccc3OCCO)C2)CC1 (stereo not given),-12,16,22,2,112,13,-9,1.2,104
COc1ccc(Nc2ncnc3sc(-c4ccccc4)cc23)c(OC)c1,-10,-2,-8,-15,92,-2,3,-1.7,96

Compound activity from PubChem.
